Bioassay records deposited in PubChem by several laboratories.
CSM14.1 death rescue – rescue of cells from ER stress-induced death, primary screen, 384-well, CSM14.1, thapsigargin, ATP luminescence (AID 1222) | cellular ATP content (survival), % at 20 µM; hits with a dose series show EC50 in µM | CSM14.1 thapsigargin-induced death rescue, ATP luminescence; higher % means a stronger effect | 190,000 tested, under 10 active;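 active = EC50 below 50 µM in the dose-response confirmation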;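 also: death triggered by thapsigargin at about 15 µM added after 2 h compound pretreatment; cell ATP read after overnight thapsigargin exposure of roughly 18 to 22 hours; normalized against plate controls of thapsigargin alone and 5% DMSO vehicle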
Hep lipid drop – modulators of hepatic lipid droplet formation | AML12 mouse hepatocytes, oleate lipid droplets, BODIPY imaging | inhibition, % at 6.5 µM | 0.4% of 240,000 active | AID 1656;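 active = lipid droplet intensity inhibited by at least 50%, with more than 500 cells counted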
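Material – AML12 mouse liver cells · Also added – oleate loading, 100 µM · Compound dosing – 6.5 µM single-point dosing · Times – overnight treatment with compound plus oleate · Measured by – fluorescence imaging, 20x objective, two fields per well · Read-out – percent inhibition of filter-corrected integrated lipid droplet intensity per well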
Autophagy HCS – alters autophagy in cells. MEF GFP-LC3 puncta imaging; test concentration mostly 10 µM. calls only at 10 µM (by protocol). 0.98% of 190,000 active;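 active = percentage of spot-positive cells more than 3 SD above its plate mean, without a fluorescence outlier flag or 80% toxicity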;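 also: spot-positive cell cutoff set from DMSO-treated cells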
b-catenin transl – alters nuclear translocation of beta-catenin in HeLa cells; immunofluorescence imaging; nuclear translocation activity, % at 5 µM; 0.3% of 190,000 active;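 active = nuclear translocation activity above 50% at 5 µM, with a well cell count of 50 or more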;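 also: per-cell ratio of nuclear to cytoplasmic median beta-catenin stain intensity; plate controls were DMSO negative control for no effect and GSK-3 inhibitor IX positive control for full effect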
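test system = HeLa cells, endogenous beta-catenin | dosing = single 5 µM dose plus 0.02–20 µM confirmation series | times = compound treatment 24 h, 37°C, 5% CO2 | technique = beta-catenin immunofluorescence imaging with DAPI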
Ins promoter up – MIN6 insulin promoter up-regulation; MIN6 insulin promoter-GFP reporter, high-content imaging; active compounds read high; z-score at 5 µM; 0.3% of 190,000 active;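 active = z-score above 3 at 5 µM with at least 500 cells counted in the well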
MT stabilize HCS – stabilizes microtubules in HeLa cells; HeLa tubulin immunostaining HCS, 24 h; share of cells brighter than vehicle mean+2SD; % tubulin-high responders, % at 10 µM; 0.83% of 200,000 active; AID 2205;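 active = plate Z-score above 3 for both tubulin-high and condensed-nucleus cell shares, with cell loss under 80%, at 10 µM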;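 also: anti alpha tubulin signal scored within the nucleus-defined area of each cell; some results filed as inactive read as strong as hits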
Dynein transport – dynein cargo transport inhibition; 3617.4 mouse cells, GR-EGFP nuclear translocation imaging; test concentration mostly 20 µM; stimulated with dexamethasone, 1 µM; active compounds read low; z-score, hits read low; 0.47% of 220,000 active;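 active = plate z-score of nuclear minus cytoplasmic receptor signal below a set negative limit, without overly bright fluorescence or cell loss, cut at about -3.5 in these data, passing the limit was not always enough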;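 also: z-score of nuclear minus cytoplasmic ring GR-EGFP intensity difference per well; some compounds called inactive have numbers as strong as hits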
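Buffer or medium: tet-free, stripped-serum medium; Also added: dexamethasone, 1.0 µM final; Technique: high-content fluorescence imaging after fixation; Times: 48 h induction, 1 h compound, 30 min dex at 37 °C; Read-out: per-cell GR-EGFP intensity, nucleus versus surrounding cytoplasmic ring, well-averaged.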
T cell HTS – T cell immune modulators affecting CD8 T cell-vesicle binding. 2C CD8+ T cell-vesicle binding, flow cytometry; active compounds read low. calls only at 7 µM. 0.068% of 330,000 active. AID 2052;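 active = response, share of CD8 T cells binding vesicles, and their 90th percentile fluorescence all below set limits, cut at about 80% in these data, passing the limit was not always enough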
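Assay system – 2C mouse CD8+ T cells · Also added – QL9-loaded Drosophila micro-vesicles · Timing – Cell–vesicle co-incubation 1.5 h at 37 °C, staining 20 min on ice · Signal – flow cytometry of vesicle-bound cells · Measure – percent CD8+ FL2 mean versus row control · Controls – Peptide-free naked vesicles (low) and QL9 vesicles with 0.7% DMSO vehicle (high)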
Salmonella PhoP GFP – inhibitors of PhoP regulon expression, primary screen, Salmonella Typhimurium, GFP reporter (AID 1863) | S. Typhimurium PhoP-regulated promoter GFP reporter, 4 h; higher % means a stronger effect | inhibition, % at 50 µM, or IC50 in µM where a hit was titrated | 0.16% of 300,000 active;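 active = inhibition over 29.93%, a cutoff 3 SD above the screen mean, later confirmed by dose response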;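 also: 0% = low Mg2+ inducing control and 100% = high Mg2+ repressing control; strong numbers were not always called active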
Dynein transport cytoplasmic EGFP – second read-out of Dynein transport, no call of its own (marks repeat the call); z-score; measured here: cytoplasmic GR-EGFP intensity; active compounds read high
Dynein transport nuclear GR-EGFP – also measured in Dynein transport; calls as there; z-score; measured here: nuclear GR-EGFP intensity;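 lower value marks the stronger effect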
Dynein transport cell count – recorded beside Dynein transport, whose call it bears; z-score; measured here: cell count per field
Ins promoter up cell count – further read-out of Ins promoter up, marked with its call; cell count; measured here: cytotoxicity, nuclei count;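 total cells summed across four imaged fields per well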
Hep lipid drop cells 6.5 µM – recorded beside Hep lipid drop, whose call it bears; cell count; measured here: cell count, cytotoxicity flag;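 cells counted across two imaged fields per well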
b-catenin transl cell count 5 µM – also measured in b-catenin transl; calls as there; cell count; measured here: cell count, cytotoxicity flag
T cell HTS vesicle-bound % – second read-out of T cell HTS, no call of its own (marks repeat the call); double positive events, %; measured here: CD8+ vesicle-bound cell fraction;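 binding gate set so that unloaded-vesicle control wells show 10% double positive cells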
MT stabilize HCS Hoechst-high % – recorded beside MT stabilize HCS, whose call it bears; % Hoechst-high responders; measured here: nuclear condensation Hoechst responders;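 share of cells brighter than vehicle mean plus two SD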
MT stabilize HCS cytotoxicity % – also measured in MT stabilize HCS; calls as there; toxicity, %; measured here: cytotoxicity by cell density;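 0% = mean cell density of plate MIN control wells and 100% = no cells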
Autophagy HCS cell loss 18 h – also measured in Autophagy HCS; calls as there; toxicity, %; measured here: cell loss, nuclei count;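 cell loss after 18 h compound exposure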
Starred values were filed as active, the others as inactive; i = inactive; . = not tested or not shown.

SMILES	CSM14.1 death rescue	Hep lipid drop	Hep lipid drop cells 6.5 µM	Autophagy HCS	Autophagy HCS cell loss 18 h	b-catenin transl	b-catenin transl cell count 5 µM	Ins promoter up	Ins promoter up cell count	MT stabilize HCS	MT stabilize HCS Hoechst-high %	MT stabilize HCS cytotoxicity %	Dynein transport	Dynein transport cytoplasmic EGFP	Dynein transport nuclear GR-EGFP	Dynein transport cell count	T cell HTS	T cell HTS vesicle-bound %	Salmonella PhoP GFP
O=C1C(c2ccc(F)cc2)N(CC2COc3ccccc3O2)C(=O)CN1C1CCCCC1 (stereo unspecified)	-1.3%	.	.	i	0.8	-2.8	812	1.15	1185	4.0	1.6	3.1	-0.67	-0.167	-0.213	-0.94	i	48.6	-11.5%
C=CCNC(=O)CN(c1cc(Cl)ccc1OC)S(=O)(=O)c1ccc(C)c([N+](=O)[O-])c1	-1.2%	2.1	658	i	2.5	0.8	1062	1.59	1488	2.0	2.1	4.1	-0.683	-0.293	-0.205	1.15	i	39.2	-5.4%
O=C(NC1CCCCC1)c1cc(Cl)nc2ccccc12	-2.6%	2.6	649	i	4.2	-6.1	580	0.55	1412	3.9	2.9	5.0	0.109	-0.257	0.111	0.0799	i	47.6	-9.5%
CC(=O)c1cc(CN2CCN(CCC(C)C)C(CCO)C2)cs1 (stereo unspecified)	.	6.8	715	.	.	-1.1	1347	0.02	1114	.	.	.	0.607	-0.264	0.3	0.0482	i	23.4	-5.1%
CCCC(C(=O)NC(C)(C)C)N(CC1CCCO1)C(=O)c1snc(C(N)=O)c1N (stereo unspecified)	-2.2%	0.7	696	i	-12.9	-4.6	1084	1.05	1272	0.7	2.0	11.1	1	-0.172	0.434	0.0106	i	44.6	-8.9%
Cn1c(=O)c2c(nc(N3CCCCCC3)n2CCSc2nc3ccccc3o2)n(C)c1=O	-0.3%	.	.	i	0.1	.	.	0.91	826	2.1	3.3	6.8	0.509	-0.283	0.492	0.0563	i	23.6	2.9%
CN1CCN(S(=O)(=O)c2cccc([N+](=O)[O-])c2)CC1	.	.	.	i	-8.1	.	.	.	.	2.2	1.2	8.3	-0.426	0.0355	-0.057	-0.0658	i	17.1	.
S=C(Nc1ccc(Cl)cc1)NC1CC2CCCC(C1)N2C1CCCC1 (stereo unspecified)	-6.5%	.	.	i	-0.7	.	.	.	.	1.3	2.6	11.5	1.02	-0.0396	-0.0714	-0.697	i	25.9	-5.7%
C=CCN(CC=C)C(=O)Nc1cc(OC)ccc1OC	.	2.4	798	.	.	-2.0	1166	-0.45	1386	.	.	.	0.363	-0.0992	-0.00665	-0.508	i	42.9	-4.0%
CCOc1ccccc1-c1nc(-c2ccncc2)no1	-1.9%	-0.8	654	i	26.0	-0.1	914	-0.2	1884	1.9	1.1	6.2	-1.13	-0.183	-0.368	0.649	i	31.1	5.5%
Cc1ccc(OCCCC(=O)NCc2ccco2)cc1	-0.9%	.	.	i	8.4	-1.7	1326	0.56	1655	1.1	1.5	8.3	-0.888	-0.363	-0.331	0.624	i	10.6	6.5%
Cc1cc(OCc2nn[nH]n2)c2c(C)c(Cc3ccccc3)c(=O)oc2c1	0.6%	.	.	i	-0.2	-5.4	1006	0.37	1351	2.3	1.2	11.3	3.75	-0.162	1.12	-1.56	i	43.1	4.3%
COc1ccccc1N1C(=O)CC(Sc2ccccc2N)C1=O (stereo unspecified)	.	4.0	861	.	.	0.4	1315	-0.07	1175	.	.	.	-0.164	-0.221	-0.197	0.0661	i	56.6	0.7%
CC(=O)N1CCN(Cc2nc3cc(NC(=O)c4ccccc4C)ccc3n2C)CC1	-0.5%	.	.	i	-2.1	-1.1	1293	-0.37	1446	2.8	1.6	4.7	-0.55	-0.231	-0.166	0.901	i	24.1	2.6%
CN(C)CCCOC(=O)C1c2ccccc2Oc2ccccc21	-2.9%	-3.7	694	i	1.9	-3.5	1159	-0.09	1712	2.7	1.4	5.6	-0.198	-0.199	0.0114	-0.364	i	32.3	-1.5%
O=C(O)c1ncsc1-c1ccccc1	.	1.0	728	.	.	0.0	1342	-0.11	1018	.	.	.	-0.502	-0.237	-0.127	0.605	i	56.9	-12.8%
Cc1nn(Cc2cccc(C(=O)NC3CCCCC3)c2)c(C)c1Cl	-0.2%	.	.	i	-4.4	-1.6	1401	0.04	1582	2.4	1.7	5.9	1.22	-0.181	-0.0186	0.23	i	50.3	-8.9%
COc1ccc(CC(=O)N2N=C(C)CC2(O)C(F)(F)F)cc1OC (stereo unspecified)	0.2%	-5.5	569	i	-4.5	0.7	1517	-0.06	1533	3.5	2.3	6.4	-0.807	-0.314	-0.647	1.04	i	52.1	4.4%
CSc1nnc(-c2cc(C)on2)n1-c1ccccc1	5.0%	3.5	739	i	-0.8	-2.8	584	0.42	1414	3.8	2.0	7.2	-0.0844	-0.0884	0.0694	0.548	i	19.9	-3.7%
O=C(COc1ccccc1)N1c2ccccc2Sc2ccccc21	-4.4%	-28.1	346	i	4.7	1.1	900	-0.53	2368	1.5	1.7	8.2	-0.186	-0.309	-0.412	0.509	i	35.2	-24.6%
O=C(Nc1ccc(F)cc1)N1CCn2c(nc3ccccc32)C1	-2.8%	16.0	712	i	-1.3	0.4	1108	0.48	1829	6.5	4.0	2.6	-0.369	-0.107	-0.176	0.552	i	26.3	11.7%
COc1ccc(-n2cnc3cc(NS(=O)(=O)c4ccccc4)ccc32)cc1	-0.2%	0.4	721	i	9.6	-0.4	1057	-0.18	1062	3.1	1.1	4.0	-0.528	-0.244	-0.718	-0.156	i	23.2	3.7%
Cc1ccccc1-c1noc(-c2ccc(O)cc2)n1	-1.4%	.	.	.	.	2.6	1159	0.6	1013	4.2	1.2	0.6	-0.283	-0.179	0.17	-0.051	i	17.2	5.2%
COc1ccc(NC(=S)Nc2cccc(Cl)c2Cl)cc1OC	-0.7%	2.7	703	i	-16.2	-4.0	1011	0.27	1552	2.1	1.2	2.8	0.181	-0.315	0.132	0.13	i	16.4	-6.9%
CC1CCN(S(=O)(=O)c2cn(CC(=O)N3CC(C)CC(C)C3)c(=O)c3ccccc23)CC1 (stereo unspecified)	0.4%	3.7	746	i	10.6	-2.3	564	-0.87	1278	2.5	1.9	3.9	1.14	-0.172	1.81	-1.39	i	47.6	9.7%
O=C1CC(C(=O)O)C2(CCCC2)O1 (stereo unspecified)	.	.	.	i	1.9	.	.	.	.	3.9	1.9	4.1	-0.553	-0.282	-0.741	1.31	i	37.0	.
CC(C)Cc1nnc(NC(=O)CC(=O)Nc2ccccc2C(=O)O)s1	1.1%	-3.2	787	i	8.0	-3.3	1106	0.38	810	1.6	0.9	5.1	-0.757	-0.24	-0.249	-0.39	i	18.2	-3.9%
Cc1cccc(NC(=O)Nc2ccc([N+](=O)[O-])cc2)n1	-0.5%	26.1	685	i	9.2	1.4	1039	-0.23	1265	4.1	4.6	2.9	-0.599	-0.364	0.0447	0.723	i	57.2	2.9%
COc1cc(C(=O)Nc2cccc(-c3nc4cc(C)ccc4o3)c2C)cc(OC)c1OC	-1.5%	.	.	i	-9.0	-3.2	1010	-1.33	1144	4.2	4.1	3.4	-0.765	0.209	-0.141	0.29	i	20.8	-5.3%
CCOc1ccc(/C(O)=C2/C(=O)C(=O)N(CCN(CC)CC)C2c2cccs2)cc1 (stereo unspecified)	.	-6.4	664	.	.	1.0	1285	-0.17	1124	.	.	.	-1.69	-0.0335	-0.464	-0.499	i	38.7	2.4%
COc1ccc(N2C(=O)c3ccc(NC(C)=O)cc3C2=O)cc1	0.2%	.	.	i	-14.0	0.8	1124	0.22	1261	1.1	1.9	11.7	0.136	-0.157	0.193	-0.34	i	18.1	-4.9%
Cc1ccc(C)c(SCC(=O)OCC(=O)N2CC(C)OC(C)C2)c1 (stereo unspecified)	-0.4%	-8.7	642	i	-1.1	-0.7	1093	0.48	1495	1.8	1.7	6.5	-1.1	-0.167	-0.45	0.127	i	59.3	-11.2%
CC(C)OCCCNC(=O)C1CCN(S(=O)(=O)N2CCCCC2)CC1	4.3%	.	.	i	19.3	1.2	1239	-0.92	1686	4.7	2.3	14.7	2.92	-0.059	1.94	-3.02	i	26.2	0.6%
Cc1nn(-c2ccccc2)c2sc(C(=O)NC3CC3)cc12	-0.2%	.	.	i	15.5	1.1	1417	0.05	1438	4.0	1.6	3.2	0.293	-0.129	-0.46	0.41	i	18.4	-2.5%
